# STK33 kinase inh = inhibitors of purified STK33 kinase, primary screen, biochemical, ADP-Glo luminescence, homogeneous, cell-free; Serine/threonine-protein kinase 33 (Homo sapiens), Q9BYT3; MBP phosphorylation; inhibition, % at 10 µM; hit rate 0.073% among 320,000; AID 2661, 2010;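 active means inhibition at or above 25%, using the most active replicate where run in duplicate; inactive means inhibition below 25%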
# Target sequence (Q9BYT3 whole entry, looked up): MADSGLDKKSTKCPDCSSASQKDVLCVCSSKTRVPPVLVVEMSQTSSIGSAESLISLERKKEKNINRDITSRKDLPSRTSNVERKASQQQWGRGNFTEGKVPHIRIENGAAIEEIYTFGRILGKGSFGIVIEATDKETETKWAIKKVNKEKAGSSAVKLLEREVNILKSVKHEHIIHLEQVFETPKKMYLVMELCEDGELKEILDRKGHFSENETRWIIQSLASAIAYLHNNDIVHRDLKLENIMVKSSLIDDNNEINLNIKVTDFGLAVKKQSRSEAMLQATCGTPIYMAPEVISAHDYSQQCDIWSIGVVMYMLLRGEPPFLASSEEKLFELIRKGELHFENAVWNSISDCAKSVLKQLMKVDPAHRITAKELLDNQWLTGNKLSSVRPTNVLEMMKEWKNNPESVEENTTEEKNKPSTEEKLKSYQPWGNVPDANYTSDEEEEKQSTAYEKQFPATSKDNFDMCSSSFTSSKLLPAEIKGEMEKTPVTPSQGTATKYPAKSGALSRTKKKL
# OX1R antag = antagonists of human orexin 1 receptor (OX1R). Orexin/Hypocretin receptor type 1 (Homo sapiens), O43613. OX1R-expressing cells, FRET antagonist read-out. inhibition, % at 6.6 µM. hit rate 1.8% among 330,000. AID 485270, 2010; in the data active means inhibition mostly above about 38%, no sharp cut-off; inactive means mostly below about 40%;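 further: 0% = agonist challenge alone and 100% = reference antagonist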
# Target sequence (O43613 whole entry, looked up): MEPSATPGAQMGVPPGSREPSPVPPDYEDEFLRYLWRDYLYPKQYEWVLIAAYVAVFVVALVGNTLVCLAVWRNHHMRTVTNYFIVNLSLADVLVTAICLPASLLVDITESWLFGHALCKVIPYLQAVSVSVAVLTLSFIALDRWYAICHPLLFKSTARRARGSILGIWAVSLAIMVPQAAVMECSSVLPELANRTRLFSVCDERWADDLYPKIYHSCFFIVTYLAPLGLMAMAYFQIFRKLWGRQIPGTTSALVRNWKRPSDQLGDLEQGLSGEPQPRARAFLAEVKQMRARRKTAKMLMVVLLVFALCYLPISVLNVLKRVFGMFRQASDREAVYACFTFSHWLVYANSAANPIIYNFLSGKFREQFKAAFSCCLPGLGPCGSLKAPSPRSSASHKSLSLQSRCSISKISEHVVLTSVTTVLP
# Starred values were filed as active, the others as inactive; . = no result given; & = joins results of further samples.
SMILES,STK33 kinase inh,OX1R antag
O=C(Cc1ccccc1)Nc1ccc(NC(=O)c2cccs2)c(Cl)c1,1.1,18
CCc1ccc(N2C(=O)CC(NNc3nc4ccccc4s3)C2=O)cc1 (configuration not stated),0.2,38
Cc1ccc(NC(=O)CN(C)C(=O)Cc2c[nH]c3ccccc23)cc1,0.2,12
CCc1c(C)sc(NC(=O)c2cccs2)c1C(=O)OC(C)C,-0.3,4
Cc1cc(NC(=O)CCSc2ccccc2)ccc1Br,0.4,36
COc1ccc(NC(=O)CSc2nccn2Cc2ccco2)cc1,-1.4,19
Cc1cc(Cl)ccc1C(=O)C1CCCN(C(=O)c2cc(C(C)C)no2)C1 (configuration not stated),-0.3,18
O=C(O)Cc1n[nH]c(=O)c2ccccc12,-0.9,5
CCOC(=O)/C(=C\c1ccc(Cl)cc1)c1nc2sc(C)c(C)c2c(=O)[nH]1,-0.4,1
COC(=O)c1ccccc1NC(=O)Cn1c(=O)n(Cc2ccccc2)c(=O)c2c(C)c(C)sc21,0.2,7
COc1ccc(C(=O)N(NC(=O)Oc2ccccc2)C(C)(C)C)cc1,.,10
COc1ccc(CCNCC(O)COc2cccc(Br)c2)cc1 (configuration not stated),-2.3,28
Cc1cc(C(=O)N2CCN(c3ncccn3)CC2)sc1-c1ccccc1,-1.1,27
O=Cc1cnc(N2CCN(Cc3ccccc3)CC2)s1,0.1,25
Cc1c(OCC(=O)NCCCN2CCOCC2)ccc2c3c(c(=O)oc12)CCCC3,-1.2,2
COC(=O)CN1C(=O)C(O)(CC(=O)c2ccc(C)cc2)c2cc(Br)ccc21 (configuration not stated),-0.7,5
Cc1ccccc1NC(=O)Cc1nnc(NC(=O)Nc2ccccc2F)s1,-1.3,7
O=C(COc1ccc([N+](=O)[O-])cc1Cl)N1CCOCC1,-1.4,9
Cc1ccc(C2=NN(C(=O)CCC(=O)O)C(c3cn(-c4ccccc4)nc3-c3ccc(C)cc3)C2)cc1 (configuration not stated),-1.0,-3
O=C(O)CCCNC1=NCCC1,-2.1,24
COc1cc(OC)nc(NC2OC(=O)c3ccccc32)n1 (configuration not stated),-2.0,2
O=C(NC12CC3CC(CC(C3)C1)C2)N1CCN(c2ccccc2)CC1,0.3,6
COc1ccc(CCN(C)C(=O)c2ccc3c(=O)n4c(nc3c2)CCCCC4)cc1OC,-0.1,6
CCCCOc1ccc(N(CC(=O)NCC2CCCO2)C(=O)CCC(=O)Nc2nccs2)cc1 (configuration not stated),-0.1,11
COC(=O)c1[nH]c2ccc(Br)cc2c1NC(=O)CN1CCCc2ccccc21,-0.7,25
C/C(=C\C(=O)O)CC(=O)O,-1.5,6
COCCN(C(=O)Nc1ccccc1OC)c1nc2ccccc2s1,-1.7,8
CCn1c(=O)c(C(=O)NCc2ccc3c(c2)OCO3)c(O)c2ccccc21,-3.1,8
CCOC(=O)c1cn2cccnc2n1,-1.2,6
Cc1ccc(-c2nc3ccccc3c(=O)n2-c2c(C)n(C)n(-c3ccccc3)c2=O)cc1,-0.3,16
C=CCOC(=O)C1=C(C)NC(SCC(=O)NC(=O)OCC)=C(C#N)C1c1cccnc1 (configuration not stated),0.6,9
O=C(Cn1cnnn1)Nc1ccccc1Cc1ccccc1,-1.5,15
Cc1cc(-c2csc3nc[nH]c(=S)c23)cc(C)c1C,0.2,8
COc1ccc(-n2c(C)nnc2SCC(=O)NC2CC2)cc1,-0.4,33
O=C(CSc1cn(CC(=O)N2CCCCC2)c2ccccc12)NCC1CCCO1 (configuration not stated),-1.2,11
CS(=O)(=O)N(CC(=O)Nc1ccc(S(=O)(=O)N2CCCC2)cc1)c1cccc(F)c1,-1.2,3
CC1=C(C#N)C(NC(=O)C2CC2)(C(F)(F)F)C(=O)N1 (configuration not stated),-1.8,16
Fc1ccc(OCCOCCNCC2CCCO2)cc1 (configuration not stated),-1.4,14
Cc1sc2nc(SCC(=O)N3CCOCC3)[nH]c(=O)c2c1C,-0.6,10
COc1ccccc1/C=C/C(=O)NCC(=O)N/N=C/c1ccc(C)o1,-1.9,8
Cn1nnnc1SCc1nc2ccccc2s1,-2.7,15
COCCn1c(SCc2ccccc2F)nc2ccccc2c1=O,-0.6,22
CCOc1ccc(OCC)c(S(=O)(=O)N2CCCCC2C)c1 (configuration not stated),0.0,17
Cc1ccc(S(=O)(=O)[N-]c2nc3ccccc3nc2-n2cc[n+](Cc3ccccc3)c2)cc1,-1.4,4
COc1ccc(OC)c(NC(=O)COC(=O)c2ccc(S(=O)(=O)N3CCOCC3)cc2)c1,-1.3,15
CCOc1ccc(N(CC)S(=O)(=O)c2ccc3c(c2)n(C)c(=O)c(=O)n3C)cc1,.,11
O=C(c1cc2cc(Cl)ccc2[nH]1)N1CCN(c2ccc(F)cc2)CC1,-0.7,-10
CCOC(=O)C1(Cc2cccc(F)c2)CCN(CCCn2cccn2)CC1,-1.0,17
O=C1C=C(/C=C/c2ccccc2)C[C@@H](c2ccc3c(c2)OCO3)C1,-0.8,3
COc1cc(C(O)c2nc3ccccc3s2)cc(OC)c1OC (configuration not stated),-0.5,5
Cc1ccc(C(=O)Nc2ccsc2C(=O)O)cc1,2.2,14
C(=N\NC(=Nc1ccccc1)c1ccccn1)/c1ccccn1,-1.9,16
O=C(Nc1ccccc1Cl)c1sccc1-c1ccccc1,-1.0,19
COc1ccc(NC(=O)CCNC(=O)c2ccccc2Cl)cc1OC,-2.0,0
CC(C)c1ccc(SCc2noc(C(=O)NCC3CCCO3)c2C(=O)O)cc1 (configuration not stated),-1.7,25
COc1ccc(NC(=O)c2ccco2)cc1NC(=O)c1ccc(Br)o1,17,14
COc1ccccc1CCNC(=O)c1ccoc1C,-0.1,9
CC1=C(OC(=O)c2ccccc2)C(C)(C)C(c2ccc(Br)cc2)OC1=O (configuration not stated),0.7,9
CCC1(CC)NC(=O)N(CC(=O)N2N=C(c3ccc(Cl)cc3)CC2c2ccco2)C1=O (configuration not stated),0.6,9
CN=C1CC(C)(C)CC(=O)/C1=C(/O)CCCN1C(=O)c2ccccc2C1=O,-1.3,28

# Remaining list, next part:
SMILES,STK33 kinase inh,OX1R antag
O=C(Nc1cccc(F)c1)N(Cc1ccc(Cl)cc1)CC(O)C(F)(F)F (configuration not stated),-0.5,51
CC(=O)c1sc(NC(=O)c2cc3c(C)nn(-c4ccccc4)c3s2)nc1C,-1.7,12
Cc1cc(SC(C)C(=O)NCC(=O)Nc2ccc(F)c(F)c2F)nc2ccccc12 (configuration not stated),.,9
CCCCn1c(N)c(N(CC)C(=O)C(c2ccccc2)c2ccccc2)c(=O)[nH]c1=O,0.4,4
C/C(=N\N(c1ccccc1)c1ccccc1)c1ccc(O)cc1,-0.9,27
CC1CCCN(CCCNC(=O)C2CCN(S(=O)(=O)N3CCC4(CC3)OCCO4)CC2)C1 (configuration not stated),0.9,4
O=C(Cn1cncn1)NCc1ccc(Cl)cc1,-1.6,3
COc1ccc(S(=O)(=O)N2CCOCC2)cc1NC(=O)CSc1nnc2ccccn12,0.5,20
O=C(COC(=O)/C=C/c1cccc(Cl)c1)NCCC1=CCCCC1,0.4,12
CCN(CC)C(=O)c1sc(NC(=O)c2cccnc2)c(C(=O)OC)c1C,-0.7,2
CCCn1nnnc1SCC(=O)N1CCCc2ccccc21,-0.3,25
O=C(c1cccc(S(=O)(=O)N2CCOCC2)c1)N1CCN(c2ccc(F)cc2)CC1,-1.0,11

# Ordered by value in OX1R antag (largest number first): 6 from the list above
SMILES,STK33 kinase inh,OX1R antag
O=C(Nc1cccc(F)c1)N(Cc1ccc(Cl)cc1)CC(O)C(F)(F)F (configuration not stated),-0.5,51
C/C(=N\N(c1ccccc1)c1ccccc1)c1ccc(O)cc1,-0.9,27
CCCn1nnnc1SCC(=O)N1CCCc2ccccc21,-0.3,25
CC(=O)c1sc(NC(=O)c2cc3c(C)nn(-c4ccccc4)c3s2)nc1C,-1.7,12
O=C(c1cccc(S(=O)(=O)N2CCOCC2)c1)N1CCN(c2ccc(F)cc2)CC1,-1.0,11
CCN(CC)C(=O)c1sc(NC(=O)c2cccnc2)c(C(=O)OC)c1C,-0.7,2

# (more compounds)
SMILES,STK33 kinase inh,OX1R antag
Cc1ccc(N(CC(=O)N2CCN(c3ccc(F)cc3)CC2)S(=O)(=O)c2c(C)noc2C)cc1,0.1,3
N[C@H]1C(O)O[C@H](CO)[C@@H](O)[C@@H]1O (some centres not stated),-1.5,17
COc1ccc(NC(=O)Cc2nnc(SCC(=O)NC3CCCCC3)n2C)cc1,-1.2,18
Cc1cc(=O)[nH]c(SCC(=O)Nc2ccc(Br)cc2)c1C#N,-0.5,93*
CCc1cccc(NC(=S)N(CCCOC(C)C)C2CCN(C(C)=O)CC2)c1,-0.8,-1
O=C(Nc1cccc2c1CCCC2)C1CCN(c2nnnn2-c2ccccc2)CC1,1.5,19
CC(=O)/C=C(/C)NC(Cc1c[nH]c2ccccc12)C(=O)O (configuration not stated),-1.7&11,9&17
O=C1CSc2ccc(C(=O)NCCc3ccc(Cl)cc3Cl)cc2N1,1.0,2
O=C(O)C(Cc1ccccc1)N1C(=O)/C(=C/c2cccnc2)SC1=S (configuration not stated),1.3,12
Cc1ncc(CN2CCCC(CCC(=O)NCc3ccc(F)c(F)c3)C2)s1 (configuration not stated),-1.0,29
NCC(O)CN(c1ccccc1)c1ccccc1 (configuration not stated),-0.9,11
c1cc(-c2cc3cc(N4CCOCC4)ccc3o2)cs1,-1.5,14
c1ccc2c(c1)nc(Nc1ccc(N3CCCCC3)cc1)c1nncn12,-3.0,4
CCOc1ccc2c(c1)c1nnc(SCC(=O)N3CCCCC3C)nc1n2C (configuration not stated),-2.0,5
O=S(=O)(c1ccc(NCC2CCCCC2)nc1)N1CCOCC1,-0.6,15
COC(=O)C(Cc1ccc(O)cc1)NC(=O)c1ccc2c(c1)OCCO2 (configuration not stated),-0.6,12
Cc1ccc(C)c(NC(=O)COC(=O)CCc2ccc(S(=O)(=O)N3CCOCC3)cc2)c1,-0.6,25
O=C(NC(=S)Nc1ccc(O)cc1)C1CCCC1,1.2,0
Cc1ccc(C)c(S(=O)(=O)N2CCN(C(=O)c3ccc(C)s3)CC2)c1,0.0,2
COc1cc(/C=C2/SC(N)=NC2=O)ccc1Oc1ccc([N+](=O)[O-])cc1[N+](=O)[O-],-1.4,5
Cc1ccc(NC(=O)COC(=O)[C@H](C)NC(=O)c2ccccc2)cc1S(=O)(=O)N1CCOCC1,-0.8,4
COCCNc1cc(N)c([N+](=O)[O-])cc1[N+](=O)[O-],0.3,57
Cc1cc(NCCCN(C)C)n2c(nc3ccccc32)c1C#N,1.4,-3
O=C(CSC1CC(=O)N(CCc2ccccc2)C1=O)Nc1ccc(Cl)cc1 (configuration not stated),-0.8,6

# Grouped by structure, those above with a cyano group (four)
SMILES,STK33 kinase inh,OX1R antag
C=CCOC(=O)C1=C(C)NC(SCC(=O)NC(=O)OCC)=C(C#N)C1c1cccnc1 (configuration not stated),0.6,9
CC1=C(C#N)C(NC(=O)C2CC2)(C(F)(F)F)C(=O)N1 (configuration not stated),-1.8,16
Cc1cc(=O)[nH]c(SCC(=O)Nc2ccc(Br)cc2)c1C#N,-0.5,93*
Cc1cc(NCCCN(C)C)n2c(nc3ccccc32)c1C#N,1.4,-3

# Next results
SMILES,STK33 kinase inh,OX1R antag
COc1cccc(C(=O)OCC(=O)c2c(N)n(C)c(=O)n(C)c2=O)c1,-1.8,4
CCOCCn1c(=NC(=O)c2cc3ccccc3oc2=O)sc2cc(S(N)(=O)=O)ccc21,-1.8,15
Cc1cc(CNC(=O)Cc2ccc(F)cc2)c2ccccc2n1,-1.7,23
CCN1CCN(C(=O)C2CCN(C(=O)c3cc4sccc4n3CC)CC2)CC1,-0.5,-1
CCOc1ccc(NC(=O)C23CC4CC(C2)CC(c2ccccc2)(C4)C3)cc1,-0.2,16
Cn1c(Cc2ccccc2)[n+](C)c2ccccc21,-1.5,18
O=C(NCc1ccccc1)C1=C[C@H](c2ccc(C(F)(F)F)cc2)C[C@H](OCc2ccc(CO)cc2)O1,-1.2,17
O=[N+]([O-])c1cc2c(cc1/C=N/n1c(-c3ccccn3)n[nH]c1=S)OCO2,-0.9,25
Cc1ccc(-n2nnc3c(=O)oc4ccccc4c32)cc1,0.1,40
CCc1cccc(N(C(=O)c2csnn2)C(C(=O)NC(C)(C)CC)c2ccccn2)c1 (configuration not stated),-0.8,10
Cc1cc(C)cc(OCC(=O)Nc2ccccc2C(=O)N2CCOCC2)c1,-1.0,20
O=C(c1ccc(Cl)c(Cl)c1)N1CCC(=O)N(C(COCc2cccc(Cl)c2)Cc2ccccc2)CC1 (configuration not stated),-1.5,30
CC(C)c1cc2c(c(O)c1O)[C@@]13CCCC(C)(C)C1CC2OC3=O (some centres not stated),3.1,36
Cn1ncc([N+](=O)[O-])c1C(=O)Nc1ccc(-c2nc3ccccc3o2)cc1,.,8
COc1ccc(NC2CCCN(C(=O)CCCn3cncn3)C2)cc1 (configuration not stated),-1.7,22
NS(=O)(=O)c1ccc(CCNC(=O)C2(S(=O)(=O)c3ccc(Cl)cc3)CC2)cc1,-0.9,2
CC1CCN(CC(=O)N2CCc3ccccc32)CC1,-0.3,2
CCSc1nc2ccccc2n1Cc1nc(N)nc(N(C)C)n1,-0.8,6
C=C(C)COc1ccc(-c2ncnc(C(F)(F)F)c2-c2ccc(OC)cc2)c(O)c1,-0.3,7
Cc1nc(NC(=O)/C=C/c2ccc(C(C)(C)C)cc2)sc1C(=O)N(C)C,-3.5,6
OC(c1ccc(Cl)cc1)C(CN1CCOCC1)c1ccccc1 (configuration not stated),-0.9,7

# Screening results as filed in PubChem BioAssay.
